Screening results deposited in PubChem BioAssay by several laboratories.
CAL PDZ FP-1 – blocks peptide binding to human CAL PDZ domain; Q9HD26; purified CAL PDZ, TMR-peptide fluorescence polarization, 1 h; inhibition, % at 20 µM; hit rate 0.02% among 330,000; AID 504414;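 active = highest replicate inhibition of at least 40%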;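 also: plate controls were DMSO neutral control wells for no effect and unlabeled competitor peptide control wells for full effect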
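material = purified tagged CAL PDZ domain construct (CerCALP) | compound dosing = 20 µM, one dose | times = 1 h at RT | measured by = fluorescence polarization from S- and P-plane intensities, G-factor corrected | read-out = inhibition from polarization loss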
DAGLB inh – diacylglycerol lipase beta (human) inhibition. HEK293T DAGLB membrane lysate, EnzChek fluorogenic substrate. Q8NCG7. AID 504411. hit rate 0.059% among 340,000. inhibition, % at 5.17 µM; in the data active = inhibition above about 34%;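 also: 0% = enzyme with vehicle and 100% = wells lacking enzyme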
CAL PDZ FP-2 – CAL PDZ (human) peptide binding inhibition; Q9HD26; purified CAL PDZ, TMR-peptide fluorescence polarization, 1 h; inhibition, % at 24.9 µM; hit rate 0.92% among 300,000; AID 602252;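 active = mean inhibition of at least 30% with at least half of replicates also reaching 30%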;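 also: 0% = DMSO neutral control and 100% = excess unlabeled competitor peptide PRC23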
Arr AP2 block – inhibitors of human beta-arrestin and AP2 interaction; FITC-arrestin peptide / GST-AP2 beads, flow cytometry; AP2 beta2 appendage carries R879A mutation; hit rate 0.31% among 340,000; inhibition, % at 10 µM;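 active = inhibition above a set limit, near 3 SD of compounds lacking own fluorescence, cut at about 54% in these data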;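 also: plate controls were DMSO wells for no effect and 5 µM unlabelled arrestin peptide for full effect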
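System: GST-AP2 R879A bound to glutathione beads, E. coli-expressed. Also added: 50 nM FITC-arrestin peptide. Schedule: compound with beads 12 min RT, then probe 1 h RT. Signal: bead flow cytometry, FITC channel. Read-out basis: percent response.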
C-LANA FP – KSHV C-LANA DNA binding inhibition; MBP-C-LANA/FAM-LBS DNA binding, fluorescence polarization; AID 504423; hit rate 0.078% among 340,000; inhibition, % at 9 µM;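 active = highest replicate inhibition at or above 60% at 9 µM, even if other replicates fall short; inactive = all replicates below 60% inhibition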;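 also: 0% = neutral control wells and 100% = 4 µM acridine orange control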
V-ATPase pH – alters yeast V-ATPase proton transport; response, % at 10 µM; hit rate 0.37% among 350,000; AID 504577; S. cerevisiae, pHLuorin cytosolic pH fluorescence; in the data active = response mostly above about 7.3%, no sharp cut-off; inactive = mostly below about 5.4%; also: actives read high; inactives centre near 0; some compounds called inactive have numbers as strong as hits; reference of the scale not given here
Keap1 Nrf2 FP – Keap1-Nrf2 (human) interaction inhibition | Q14145 | Keap1 Kelch-Nrf2 peptide fluorescence polarization, 1536-well | inhibition, % at 9.4 µM | hit rate 0.15% among 340,000 | AID 504523; in the data active = inhibition above about 12%;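 also: human Keap1 Kelch domain with fluorescein labeled Nrf2 9mer peptide probe; 0% = neutral control wells and 100% = peptide positive control; higher means more block of Keap1 binding to Nrf2 peptide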
Cardiac RTF inh – cardiac RTF calcium desensitization; IANBD-labeled cardiac RTF, Ca2+ fluorescence; hit rate 0.12% among 340,000; inhibition, % at 7.15 µM;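 active = inhibition above the mean inhibition of all tested compounds plus 3 SD, cut at about 17% in these data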;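 also: assay run at fixed EC70 calcium of 1.6 mM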
Pemphigus Ab inh – inhibitors of pemphigus antibody binding to human desmoglein-3. P32926. DSG3-coupled beads, scFv-anti-DSG3-GFP binding, flow cytometry; active compounds read low. hit rate 0.48% among 310,000. binding (percent of control), % at 10 µM;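 active = binding more than 3 SD below its plate's average and above zero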;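 also: hits lower antibody fragment binding to DSG3; some compounds called inactive have numbers as strong as hits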
NSD2 HMT inh – inhibitors of human histone methyltransferase NSD2. O96028. NSD2 peptide methylation, AlphaScreen, 120 min. inhibition, % at 12.5 µM. hit rate 0.54% among 310,000. AID 743445; in the data active = inhibition above about 50%
Target sequence (O96028 whole entry, looked up): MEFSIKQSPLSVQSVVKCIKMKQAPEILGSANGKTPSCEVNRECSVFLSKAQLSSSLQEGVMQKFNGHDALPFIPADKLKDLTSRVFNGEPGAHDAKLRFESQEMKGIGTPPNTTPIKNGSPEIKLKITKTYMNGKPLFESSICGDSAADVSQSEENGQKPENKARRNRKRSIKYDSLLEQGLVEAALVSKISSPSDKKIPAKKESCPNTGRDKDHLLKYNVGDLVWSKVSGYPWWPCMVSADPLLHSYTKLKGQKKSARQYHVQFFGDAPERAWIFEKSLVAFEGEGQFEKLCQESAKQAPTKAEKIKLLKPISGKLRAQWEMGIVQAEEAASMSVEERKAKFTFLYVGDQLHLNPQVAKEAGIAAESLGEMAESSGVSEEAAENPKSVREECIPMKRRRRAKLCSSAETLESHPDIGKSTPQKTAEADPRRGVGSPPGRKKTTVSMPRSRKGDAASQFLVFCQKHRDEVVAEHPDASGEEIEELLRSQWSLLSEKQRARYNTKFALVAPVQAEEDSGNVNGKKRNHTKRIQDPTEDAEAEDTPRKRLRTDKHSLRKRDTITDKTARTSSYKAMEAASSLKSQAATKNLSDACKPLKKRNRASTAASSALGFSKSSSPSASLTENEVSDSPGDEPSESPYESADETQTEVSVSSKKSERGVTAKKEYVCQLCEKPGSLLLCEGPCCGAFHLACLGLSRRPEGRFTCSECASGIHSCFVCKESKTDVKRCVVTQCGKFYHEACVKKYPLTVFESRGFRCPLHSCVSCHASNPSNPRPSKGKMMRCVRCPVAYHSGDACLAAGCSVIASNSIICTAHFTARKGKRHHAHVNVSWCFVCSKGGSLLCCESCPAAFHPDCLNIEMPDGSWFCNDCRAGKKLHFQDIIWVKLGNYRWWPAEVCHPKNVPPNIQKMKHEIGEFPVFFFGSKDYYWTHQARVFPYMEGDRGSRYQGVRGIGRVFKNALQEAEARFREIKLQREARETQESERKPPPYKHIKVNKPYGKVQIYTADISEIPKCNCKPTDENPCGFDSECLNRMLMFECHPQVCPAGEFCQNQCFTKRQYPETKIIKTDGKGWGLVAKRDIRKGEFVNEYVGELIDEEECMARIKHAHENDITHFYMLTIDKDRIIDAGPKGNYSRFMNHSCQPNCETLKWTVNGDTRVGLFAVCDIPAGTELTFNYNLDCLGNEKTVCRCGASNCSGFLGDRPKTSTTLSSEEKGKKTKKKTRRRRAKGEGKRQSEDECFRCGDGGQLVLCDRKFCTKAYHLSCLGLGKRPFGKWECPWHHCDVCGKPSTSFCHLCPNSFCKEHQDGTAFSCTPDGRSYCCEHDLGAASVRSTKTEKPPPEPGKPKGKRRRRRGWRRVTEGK
Active calls of the source: *; / = no result given. Not all compounds are listed; count on the stated rates, not on these rows.

mol	CAL PDZ FP-1	DAGLB inh	CAL PDZ FP-2	Arr AP2 block	C-LANA FP	V-ATPase pH	Keap1 Nrf2 FP	Cardiac RTF inh	Pemphigus Ab inh	NSD2 HMT inh
CCOCCCNC(=S)Nc1ccc2nc(N3CCOCC3)cc(C)c2c1	-0.6	0	-4	4	-1.6	2	-3	0	97	37
CCOC(=O)C1CCN(S(=O)(=O)c2cn(C)c(=O)n(C)c2=O)CC1	-0.9	-3	/	-1	1.2	0	0	5	95	/
Cc1ccc(NC(=O)CSc2nnc(C)c(=O)n2N)c(C)c1	0.0	-5	-1	18	0.7	0	1	-9	89	-2
Cc1cc(C)c(O)c(-c2cc(C(=O)Nc3c(C)n(C)n(-c4ccccc4)c3=O)[nH]n2)c1	-1.1	0	4	34	-1.7	-1	-3	-1	87	0
O=C(COC(=O)c1cnccn1)NCCc1ccc(Cl)cc1Cl	-2.8	1	-1	47	0.2	5	-4	0	99	-1
COC(=O)c1sccc1NC(=O)COc1ccc(C)cc1	-0.4	-21	-2	-17	0.3	0	0	-2	96	-3
CC1Sc2ccc(S(=O)(=O)CCC(=O)Nc3cc(F)ccc3F)cc2NC1=O (centres undefined)	-3.2	1	-4	-13	-0.7	1	0	-4	/	-1
Cc1cc(C)n2c(SCC(=O)Nc3ccc(F)cc3F)nnc2n1	-2.5	0	0	14	0.3	-1	-3	13	104	0
O=C1N(c2ccccc2)C(c2ccccc2)N2CCCN12 (centres undefined)	0.4	-4	-4	41	2.5	-3	4	-4	109	-2
CN1N=C(C(=O)N2CCN(c3ccc([N+](=O)[O-])cc3)CC2)CCC1=O	-0.6	-1	-2	-3	-0.3	0	3	-3	100	1
O=C1/C(=C\c2c(NCCOCCO)nc3ccccn3c2=O)SC(=S)N1Cc1ccco1	-2.2	-16	/	5	0.0	-2	0	-59	100	0
COc1ccccc1N1CCN(C(=O)Cn2cnc3c2c(=O)n(C)c(=O)n3C)CC1	-0.1	-3	4	29	-0.8	-1	1	2	/	-4
CCOC(=O)c1c2ccc(OCC(=O)N/N=C/c3ccc(C)cc3)cc2n2ccccc12	-1.0	-3	-6	-2	-0.1	-3	-1	-5	94	-1
C=C(C)c1cccc(C(C)(C)NC(=O)Nc2ccc(C(C)=O)cc2)c1	-0.7	-3	-4	-7	-0.4	0	0	-5	99	4
COc1ccc(CCN(C(=O)c2snc(C(N)=O)c2N)C(C)C(=O)NC2CCCCC2)cc1OC (centres undefined)	-2.3	2	2	-2	-0.4	-5	-8	-8	/	-3
CCOc1ccc(CCn2c(-c3ccco3)nc3ccccc3c2=O)cc1OCC	-0.8	1	-3	3	0.8	2	-3	-5	102	2
Cc1cc(C)n(CC(C)NCc2cn[nH]c2-c2cccc3ccccc23)n1 (centres undefined)	0.4	0	/	20	-2.1	1	-2	-4	99	2
COc1cc2c(cc1OC)C(c1ccccc1)N(C(=O)c1ccccc1)CC2 (centres undefined)	-1.1	0	-2	-7	-0.5	0	-1	0	151	21
COC(C[C@@H]1O[C@H]1[C@@H](O)[C@@H](C)OCc1ccccc1)OC	0.0	-5	-1	33	-1.2	-1	-3	-33	101	/
Cc1ccc(NC(=O)COC(=O)c2ccccc2Nc2ccccc2)cc1	-1.1	-12	-4	-2	1.5	-1	2	-5	102	-1
CCc1cccc(NC(=O)CCNC(=O)Cn2ccc3ccccc3c2=O)c1	-1.3	-1	0	21	0.5	0	3	0	/	-6
COc1c(Br)cc([N+](=O)[O-])c(OC)c1C(=O)NC(=O)Nc1cc(Cl)cc(Cl)c1	-0.7	-1	/	12	-0.6	-4	-8	-11	101	-1
Cn1c(=O)[nH]c(=O)c2c1nc(NCc1ccccc1)n2CC(O)c1ccccc1 (centres undefined)	-2.1	2	2	6	-1.3	-1	-5	-10	/	7
Cc1sc(NC(=O)CSc2nnc(COc3ccc(Cl)cc3)n2C)c(C#N)c1C	-2.0	2	-2	-1	1.1	-2	-7	-12	96	/
COc1n[nH]c(C(=O)Nc2cc(Cl)ccc2Cl)c1[N+](=O)[O-]	-5.1	6	1	-9	0.0	-3	-1	-37	100	5
Cc1ccc(-c2nnn(CC(=O)N(Cc3cccs3)C(C(=O)NC3CCCC3)c3ccncc3)n2)cc1 (centres undefined)	-1.0	2	-3	12	0.4	3	-3	-10	103	/
O=C(NCCN1CCOCC1)c1cc([N+](=O)[O-])cc([N+](=O)[O-])c1	0.7	2	/	-14	1.1	-1	-4	-4	110	-1
Cc1cc(C)nc(SCC(=O)NC(=O)c2ccccc2O)n1	-1.0	0	-2	0	1.0	3	-28	-6	119	-4
COc1ccccc1CNC(=O)C(NC(=O)c1ccccc1C)C(C)C (centres undefined)	0.2	2	-1	8	4.1	-2	1	-10	93	-1
Cc1ccc(S(=O)(=O)N2CCCC2C(=O)Nc2nc3ccccc3s2)cc1 (centres undefined)	-2.1	2	-1	2	2.9	2	-2	-8	107	-6
O=C(C1CCCN(S(=O)(=O)c2ccc(Br)s2)C1)N1CCN(c2ccccc2)CC1 (centres undefined)	-0.8	-4	/	19	-3.2	-1	-3	-6	/	-4
CC1CCCCC1NC(=O)c1c(O)nc2ccccn2c1=O (centres undefined)	-0.5	2	-2	-4	-0.5	-1	3	5	125	1
O=C(CSc1ncccc1-c1nc2ccccc2[nH]1)NC1CC1	-1.0	-2	/	-8	-1.0	-1	-4	-18	100	-1
Cc1cccc(OCC(O)Cn2c(-n3nc(C)cc3C)nc3c2c(=O)[nH]c(=O)n3C)c1 (centres undefined)	-0.1	-9	/	4	-1.0	1	-4	-2	86	8
CCN(CC)c1nc(-c2ccccn2)nc(-c2ccccc2)c1C#N	-1.1	-4	-1	11	-1.1	-1	1	10	97	/
CCOc1ncccc1C(=O)Nc1cc(S(=O)(=O)N2CCOCC2)ccc1N1CCCC1	-1.0	-4	9	12	-0.9	2	-2	-8	105	-2
COc1ccc(N(C)S(=O)(=O)c2cccc(C(=O)NC3CCC(C)CC3)c2)cc1 (centres undefined)	0.0	-3	-5	5	-2.0	-1	-8	-6	107	1
Cc1ccc(C(=O)NCC(=O)N(C)CC(=O)Nc2ccccc2Br)s1	-1.3	0	-4	10	2.9	7	-5	2	106	-1
Cc1cccn2c(=O)c3cc(C(=O)NCCN4CCOCC4)c(=N)n(CCc4ccccc4)c3nc12	-8.4	5	-4	9	-6.3	-9	0	0	105	/
CCOC(=O)c1cccc(N/C=C/C(=O)c2ccc(OC)c(OC)c2)c1	-3.2	-1	4	7	0.8	5	2	-4	102	1

Quoted from the listing:
Reading of Cc1cc(C)nc(SCC(=O)NC(=O)c2ccccc2O)n1 under Arr AP2 block: 0
Reading of Cc1sc(NC(=O)CSc2nnc(COc3ccc(Cl)cc3)n2C)c(C#N)c1C under C-LANA FP: 1.1

(listing goes on)
mol	CAL PDZ FP-1	DAGLB inh	CAL PDZ FP-2	Arr AP2 block	C-LANA FP	V-ATPase pH	Keap1 Nrf2 FP	Cardiac RTF inh	Pemphigus Ab inh	NSD2 HMT inh
COc1ccc(-c2oc3ccc(-c4ccc(OC)nc4)cc3c2-c2ccc(OC)cc2)cc1	1.2	-1	-1	-8	-1.1	-2	6	0	97	/
CCOC(=O)N1CCc2[nH]c3ccc(C)cc3c2C1	-1.5	0	-2	9	6.6	-2	-2	-3	124	1
COc1cccc(NC(=O)Cn2nnc(-c3ccccc3N)n2)c1	-2.6	-5	0	2	-1.4	-2	-5	1	85	-1
C=CCNC(=O)NC(=O)c1csc([N+](=O)[O-])c1	-1.4	-1	4	22	-1.7	3	-1	-2	103	-1
CC1(C)C(=O)Nc2ccccc2N1C(=O)COC(=O)c1cc([N+](=O)[O-])ccc1N	0.0	-3	2	27	0.1	0	3	1	107	3
CCC1CCCCN1C(=O)c1ccc(OC2CCN(Cc3ccccn3)CC2)cc1 (centres undefined)	-0.7	2	19	-7	0.2	0	4	-6	92	-1
O=S(=O)(NCCc1cn2ccccc2n1)c1cccs1	0.8	1	1	21	1.3	0	-4	-3	109	/
Oc1ccccc1-c1nc2cnccn2c1Nc1ccc2c(c1)OCCO2	0.6	3	1	-1	-3.7	-1	-4	-3	100	4
O=C(O)c1ccccc1C(=O)c1ccc2c(c1)N(Cc1cccc(F)c1)C(=O)CO2	0.1	0	0	-8	0.9	1	-5	-29	117	-2
COc1ccc(NC(=O)CC2C(=O)N(C)C(=S)N2Cc2ccc3c(c2)OCO3)cc1 (centres undefined)	0.0	-4	-3	7	-1.3	-2	-4	6	99	-1
COc1ccc(C(O)P(=O)(OC(C)C)OC(C)C)c(OC)c1 (centres undefined)	-1.8	1	-6	31	-2.0	-11	-5	-6	/	-7
Cc1cccc(-c2nnc(SCC(=O)N3CCOCC3)o2)c1	-0.8	-1	17	20	1.1	0	0	-9	/	-3
CCCc1cc2c(c(NC(C)=O)n1)c(=O)oc1ccccc12	-3.0	1	-5	12	0.2	-2	-3	3	102	-2
CN(C)CCCNC(=O)C(=O)NCC1OCCN1S(=O)(=O)c1cccs1 (centres undefined)	-2.2	-1	0	-4	-2.4	1	1	-4	113	0
Cc1ccc2c(c1)Oc1ccc(NC(=O)CCCl)cc1C(=O)N2	-3.8	0	-3	3	0.7	2	0	1	89	2
Cc1ccc(NS(=O)(=O)N(C)C)cc1	1.2	-1	-1	4	1.1	1	1	-6	108	-3
Cc1cc2ccccn2c1C(=O)c1cccc(F)c1	-0.2	-2	0	-7	0.6	6	-4	-13	110	-3
COC(=O)Cn1c(CN2CCOCC2)nc2c1c(=O)n(C)c(=O)n2C	0.1	0	/	8	2.9	-2	0	-3	108	/
Cc1cccc(-c2nc3ccccc3c(=O)n2NC(=O)c2cccs2)c1	-2.3	-2	-4	23	1.4	1	-4	1	130	-1
CCOC(=O)c1ccc(S(=O)(=O)Nc2ccc(N3CCOCC3)cc2)cc1	-0.1	-1	-3	4	-0.5	-3	-5	6	103	/
CC(OC(=O)CNC(=O)c1cccs1)C(=O)Nc1ccc(S(N)(=O)=O)cc1 (centres undefined)	-2.7	2	-6	-1	-0.3	-2	-4	-6	102	3
COc1ccc(-n2c(C)cc(C(=O)NC3CCCCC3)c2C)cc1	-1.9	0	4	8	-0.7	2	3	-6	105	4
Cn1c(=O)c2cc(NCc3ccccc3)nnc2n(C)c1=O	-3.3	-7	-2	-4	2.4	0	1	-25	118	/
O=C(CSc1ccc(-c2cccc([N+](=O)[O-])c2)nn1)N1CCCCC1	-0.6	-1	13	14	-0.8	-2	0	-4	104	0
CCCCc1c(C)c(C#N)c2[nH]c3ccccc3n2c1=O	0.3	0	0	-3	0.6	-2	-3	-8	114	0
